Compound activity deposited in PubChem by several laboratories.
NadD block = NadD (S. aureus) enzyme inhibition; 360,000 compounds, 0.78% hits; inhibition, % at 20 µM; AID 602399; purified NadD enzyme, colorimetric absorbance read-out; in the data active = inhibition above about 26%; note: some compounds past the cut are filed as inactive
FAS TE block = inhibitors of human fatty acid synthase thioesterase domain; P49327; recombinant FAS-TE, OMFH fluorogenic substrate, fluorescence endpoint; inhibition, % at 15 µM; 360,000 compounds, 0.67% hits; AID 602261;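 active = compounds whose normalised, plate-corrected inhibition of enzyme fluorescence in the single-dose primary screen is 50% or more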;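 note: 0% = DMSO with enzyme and 100% = substrate without enzyme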
Neddyl block = blocks human cullin neddylation; P61081+Q13564; TR-FRET cullin neddylation, biochemical; calls only at 25 µM; 360,000 compounds, 0.58% hits; AID 651699; in the data active = inhibition above about 36%
Rin1-Abl PPI inh = inhibitors of human Rin1-Abl protein interaction. AID 588664. inhibition, % at 7.35 µM. TR-FRET Rin1/Abl binding, biochemical. 360,000 compounds, 0.4% hits. P00519+Q13671; in the data active = inhibition above about 5%, passing the limit was not always enough
MLLE-PAM2 inh = blocks PAM2 peptide binding to the PABP1 MLLE domain | 360,000 compounds, 0.36% hits | GST-MLLE / FITC-PAM2 fluorescence polarization | P11940 | AID 588489 | inhibition, % at 20 µM; in the data active = inhibition above about 35%, passing the limit was not always enough;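 note: plate controls were DMSO wells with GST-MLLE for no effect and wells lacking GST-MLLE protein for full effect; some results filed as inactive read as strong as hits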
Target sequence (P11940 whole entry, looked up, the tested form may be a part): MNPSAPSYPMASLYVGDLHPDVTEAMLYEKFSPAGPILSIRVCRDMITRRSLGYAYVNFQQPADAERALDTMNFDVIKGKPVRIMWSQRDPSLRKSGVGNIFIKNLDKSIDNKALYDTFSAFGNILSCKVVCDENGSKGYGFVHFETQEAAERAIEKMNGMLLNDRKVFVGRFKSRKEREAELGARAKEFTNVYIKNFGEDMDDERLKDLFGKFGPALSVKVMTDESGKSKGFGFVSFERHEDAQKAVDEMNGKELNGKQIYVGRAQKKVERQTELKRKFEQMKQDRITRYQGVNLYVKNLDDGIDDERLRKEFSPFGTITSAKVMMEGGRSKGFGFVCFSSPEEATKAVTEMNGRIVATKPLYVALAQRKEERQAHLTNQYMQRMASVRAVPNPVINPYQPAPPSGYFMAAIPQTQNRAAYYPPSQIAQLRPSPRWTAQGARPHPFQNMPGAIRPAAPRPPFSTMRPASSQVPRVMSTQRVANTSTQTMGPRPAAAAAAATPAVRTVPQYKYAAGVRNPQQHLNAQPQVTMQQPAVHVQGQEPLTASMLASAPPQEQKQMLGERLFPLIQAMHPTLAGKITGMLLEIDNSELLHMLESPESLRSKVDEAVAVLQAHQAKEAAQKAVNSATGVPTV
SKN-1 inh = blocks SKN-1 activity in C. elegans; C. elegans VP596 Pgst-4::GFP/RFP ratio, acrylamide-induced, 24 h; 360,000 compounds, 0.49% hits; AID 624304; inhibition, % at 21.8 µM;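 active = interference check ratio from 0.5 to 1.5 plus GFP to RFP signal ratio inhibition reaching or exceeding a fixed threshold, cut at about 30% in these data, passing the limit was not always enough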; note: some compounds called inactive have numbers as strong as hits
CSN deneddyl inh = inhibitors of human CSN-mediated cullin deneddylation; 360,000 compounds, 0.38% hits; inhibition, % at 12.5 µM; Q92905; Purified CSN, SCF-Nedd8-OG deneddylation, fluorescence polarization;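 active = pattern-corrected inhibition above about 35%, with an unprinted fluorescence ratio check between 0.5 and 1.5, limit read from the data, passing the limit was not always enough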;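 note: 0% = enzyme with substrate and 100% = substrate without enzyme; some results filed as inactive read as strong as hits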
Target sequence (Q92905 whole entry, looked up, one chain of several): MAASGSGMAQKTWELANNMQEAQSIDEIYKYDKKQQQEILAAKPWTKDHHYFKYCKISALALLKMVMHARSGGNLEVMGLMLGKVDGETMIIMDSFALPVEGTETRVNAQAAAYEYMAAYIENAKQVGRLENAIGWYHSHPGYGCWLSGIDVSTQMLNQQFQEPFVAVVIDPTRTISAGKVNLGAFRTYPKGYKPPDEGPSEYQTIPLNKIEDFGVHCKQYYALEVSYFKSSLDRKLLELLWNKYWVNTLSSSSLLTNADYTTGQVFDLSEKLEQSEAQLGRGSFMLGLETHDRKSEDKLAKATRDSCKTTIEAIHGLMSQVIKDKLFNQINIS
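Assay system: Purified human Csn5 enzyme expressed in HEK293T cells | Amount: Enzyme 0.24 nM | Measured by: Fluorescence polarization readout | Medium: Tris/NaCl/DTT buffer, pH 7.5 | Compound dosing: One concentration, 12.5 µM, 0.25% DMSO | Times: 90 min incubation of compound, enzyme and substrate at room temperature | Control set: no-enzyme wells high, enzyme-with-substrate wells low | Read-out: % inhibition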
Rpn11 block = blocks the human proteasome subunit Rpn11; calls only at 20 µM; O00487; human 26S proteasome, Ub4-pepOG fluorescence polarization; 20S core pre-blocked with epoxomicin; 360,000 compounds, 0.59% hits; AID 588493;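 active = inhibition at 20 µM, scaled to each plate's controls, above about 33%, limit read from the data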
MT1-MMP act inh = MT1-MMP (human) activation inhibition. AID 651647. P50281. HT1080 RFP-PRO-GFP cells, GFP/RFP ratio fluorescence, overnight; percent of plate control window, DMSO zero. GFP/RFP ratio change, % at 20 µM. 360,000 compounds, 0.061% hits;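 active = GFP/RFP ratio change of at least 30% with cell ATP level not reduced by more than half and red fluorescence within 50% of control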; note: strong numbers were not always called active
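Material – HT1080 RFP-PRO-GFP cells · Control set – DMSO wells and RFP-L50D-GFP cells · Incubation – overnight cell settling, then overnight compound exposure, 37 °C, 5% CO2 · Compound dosing – single-point 20 µM compound, 1% DMSO · Read-out – GFP/RFP fluorescence ratio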
* marks the source's active call; other numbers are inactive results.

The opening two compounds, to show the layout:
For Cc1c(-c2cc(Br)ccc2O)nc2cc3c(cc2c1C)OCO3 the results were NadD block 0, FAS TE block -1, Neddyl block inactive, Rin1-Abl PPI inh -3, MLLE-PAM2 inh -13, SKN-1 inh 9, CSN deneddyl inh 6, Rpn11 block inactive and MT1-MMP act inh 0.
For O=C(NCCN1CCOCC1)Nc1ccccc1 the results were NadD block -7, FAS TE block -7, Neddyl block inactive, Rin1-Abl PPI inh 1, MLLE-PAM2 inh 1, SKN-1 inh -2, CSN deneddyl inh 3, Rpn11 block inactive and MT1-MMP act inh -10.

The list itself, previewed entries included:
For Cc1c(-c2cc(Br)ccc2O)nc2cc3c(cc2c1C)OCO3 the results were NadD block 0, FAS TE block -1, Neddyl block inactive, Rin1-Abl PPI inh -3, MLLE-PAM2 inh -13, SKN-1 inh 9, CSN deneddyl inh 6, Rpn11 block inactive and MT1-MMP act inh 0.
For O=C(NCCN1CCOCC1)Nc1ccccc1 the results were NadD block -7, FAS TE block -7, Neddyl block inactive, Rin1-Abl PPI inh 1, MLLE-PAM2 inh 1, SKN-1 inh -2, CSN deneddyl inh 3, Rpn11 block inactive and MT1-MMP act inh -10.
`CCOC(=O)C1=C(C)NC(C)=C(C(=O)OCC)C1C(=O)OCC(=O)N(C)C1CCS(=O)(=O)C1` (configuration not stated) gave NadD block -3, FAS TE block -8, Neddyl block inactive, Rin1-Abl PPI inh -3, MLLE-PAM2 inh 4, SKN-1 inh -6, CSN deneddyl inh -8, Rpn11 block inactive and MT1-MMP act inh -2.
`COc1nc(C)c2cc(C)oc2n1` gave NadD block 9, FAS TE block 4, Neddyl block inactive, Rin1-Abl PPI inh 0, MLLE-PAM2 inh 8, SKN-1 inh 5, CSN deneddyl inh 2, Rpn11 block inactive and MT1-MMP act inh 2.
O=c1[nH]c(-c2ccco2)nc2sc3c(c12)CCCC3 was read as NadD block -2, FAS TE block -4, Neddyl block inactive, Rin1-Abl PPI inh 0, MLLE-PAM2 inh -7, SKN-1 inh 18, CSN deneddyl inh -5, Rpn11 block inactive and MT1-MMP act inh 4.
For O=[N+]([O-])c1ccc2nc(-c3ccccn3)[nH]c2c1 the results were NadD block 4, FAS TE block 10, Neddyl block inactive, Rin1-Abl PPI inh 2, MLLE-PAM2 inh -3, SKN-1 inh 28, CSN deneddyl inh 0, Rpn11 block inactive and MT1-MMP act inh 5.
Screening CCN=C1SC(C(=O)Nc2cccc(C(=O)O)c2)CC(=O)N1CC (configuration not stated) returned NadD block 3, FAS TE block -3, Neddyl block inactive, Rin1-Abl PPI inh 5, MLLE-PAM2 inh -1, SKN-1 inh -13, CSN deneddyl inh 5, Rpn11 block inactive and MT1-MMP act inh -1.
Cc1cc(C(=O)NN)c(C)o1 was read as NadD block -6, FAS TE block -8, Neddyl block inactive, Rin1-Abl PPI inh 2, MLLE-PAM2 inh 3, SKN-1 inh -1, CSN deneddyl inh 5, Rpn11 block inactive and MT1-MMP act inh 1.
`COCCSc1nnc(NC(=O)c2ccc([N+](=O)[O-])cc2)s1` gave NadD block 2, FAS TE block 3, Neddyl block inactive, Rin1-Abl PPI inh -1, MLLE-PAM2 inh -1, SKN-1 inh -6, CSN deneddyl inh 0, Rpn11 block inactive and MT1-MMP act inh 1.
For Cc1c(C)c(C)c(CN2CCSCC2)c(C)c1C the results were NadD block -3, FAS TE block 15, Neddyl block inactive, Rin1-Abl PPI inh -2, MLLE-PAM2 inh -9, SKN-1 inh 14, CSN deneddyl inh 3, Rpn11 block inactive and MT1-MMP act inh 0.
CCOc1cc(C(=O)Nc2ccc(S(=O)(=O)NC3=NCCCCC3)cc2)cc(OCC)c1OCC was read as NadD block -8, FAS TE block -2, Neddyl block inactive, Rin1-Abl PPI inh 5, MLLE-PAM2 inh -12, SKN-1 inh 13, CSN deneddyl inh -6, Rpn11 block inactive and MT1-MMP act inh -6.
COc1ccc(Nc2nc(C)c(C(C)=O)s2)cc1 was read as NadD block -5, FAS TE block -7, Neddyl block inactive, Rin1-Abl PPI inh -4, MLLE-PAM2 inh -15, SKN-1 inh 11, CSN deneddyl inh -2, Rpn11 block inactive and MT1-MMP act inh 6.
`COc1ccc(NC(=O)c2nn(C)c(=O)c3ccccc23)cc1S(=O)(=O)Nc1ccccc1Cl` gave NadD block -7, FAS TE block 25, Neddyl block inactive, Rin1-Abl PPI inh 5, MLLE-PAM2 inh 6, SKN-1 inh 3, CSN deneddyl inh 9, Rpn11 block inactive and MT1-MMP act inh 10.
`CCCCC(=O)N/N=C(/C)C1=C(C)C(C)(C)OC1=O` gave NadD block -6, FAS TE block -1, Neddyl block inactive, Rin1-Abl PPI inh -3, MLLE-PAM2 inh -6, SKN-1 inh 5, CSN deneddyl inh -10, Rpn11 block inactive and MT1-MMP act inh 3.
COCCCn1cc(CN2CC(N3CCN(C4CCN(C)CC4)CC3)CS2(=O)=O)nn1 (configuration not stated) was read as NadD block -5, FAS TE block -13, Neddyl block inactive, SKN-1 inh 17, CSN deneddyl inh -3 and MT1-MMP act inh 4.
`CC(C)(C)n1cnc2cc(NCc3ccccc3O)ccc21` gave NadD block -6, FAS TE block -4, Neddyl block inactive, Rin1-Abl PPI inh -1, MLLE-PAM2 inh 30, SKN-1 inh -5, CSN deneddyl inh -2, Rpn11 block inactive and MT1-MMP act inh 5.
`COc1cccc2c(=O)c(C(=O)NCCc3ccccc3)c[nH]c12` gave NadD block -1, FAS TE block -1, Rin1-Abl PPI inh 2, MLLE-PAM2 inh 8, SKN-1 inh -3, CSN deneddyl inh -1, Rpn11 block inactive and MT1-MMP act inh 9.
`S=C(c1ccccc1)N1CCCC1` gave NadD block 2, FAS TE block -6, Neddyl block inactive, Rin1-Abl PPI inh -2, MLLE-PAM2 inh -1, SKN-1 inh 2, CSN deneddyl inh -5, Rpn11 block inactive and MT1-MMP act inh 0.
For Cc1nc2ccccc2n1CC(=O)OCC(=O)Nc1ccc2c(c1)OCCO2 the results were NadD block 0, FAS TE block -7, Neddyl block inactive, Rin1-Abl PPI inh 1, MLLE-PAM2 inh 8, SKN-1 inh 0, CSN deneddyl inh -2, Rpn11 block inactive and MT1-MMP act inh 5.
`CC(C)Oc1ccc(CNC(=O)CCCN2C(=O)C(c3ccccc3)Oc3cccnc32)cc1` (configuration not stated) gave NadD block -1, FAS TE block -8, Neddyl block inactive, Rin1-Abl PPI inh 0, MLLE-PAM2 inh 10, SKN-1 inh 23, CSN deneddyl inh 0, Rpn11 block inactive and MT1-MMP act inh -2.
Screening CCc1ccccc1OCC(=O)N1CCN(c2ncccn2)CC1 returned NadD block 1, FAS TE block -2, Neddyl block inactive, Rin1-Abl PPI inh -2, MLLE-PAM2 inh -1, SKN-1 inh 8, CSN deneddyl inh 1, Rpn11 block inactive and MT1-MMP act inh 2.
CN(C)c1oc(-c2ccc(Cl)cc2)nc1S(=O)(=O)c1ccccc1 was read as NadD block -1, FAS TE block -12, Neddyl block inactive, Rin1-Abl PPI inh 2, MLLE-PAM2 inh 31, SKN-1 inh 0, CSN deneddyl inh -3, Rpn11 block inactive and MT1-MMP act inh 9.
Cc1nn2c(=O)cc(CSc3nc4ccccc4[nH]3)nc2s1 was read as NadD block 0, FAS TE block -4, Neddyl block inactive, Rin1-Abl PPI inh 1, MLLE-PAM2 inh -10, SKN-1 inh 0, CSN deneddyl inh -3, Rpn11 block inactive and MT1-MMP act inh 5.
O=C(CSc1nnc(CCCN2C(=O)c3cccc4cccc(c34)C2=O)n1-c1ccccc1)NCCCN1CCOCC1 was read as NadD block -1, FAS TE block -11, Neddyl block inactive, Rin1-Abl PPI inh 1, MLLE-PAM2 inh -28, SKN-1 inh 12, CSN deneddyl inh -4, Rpn11 block inactive and MT1-MMP act inh -4.
Screening CC(C)c1ccccc1OCC(=O)Nc1ccc2[nH]ncc2c1 returned NadD block 4, FAS TE block -17, Neddyl block inactive, Rin1-Abl PPI inh -6, MLLE-PAM2 inh 5, SKN-1 inh -14, CSN deneddyl inh 0, Rpn11 block inactive and MT1-MMP act inh 1.
Screening Cc1ccc(S(=O)(=O)N(C)Cc2nc(-c3ccc(Br)cc3)no2)cc1 returned NadD block -1, FAS TE block 33, Neddyl block inactive, Rin1-Abl PPI inh -2, MLLE-PAM2 inh 5, SKN-1 inh 8, CSN deneddyl inh -1, Rpn11 block inactive and MT1-MMP act inh 2.
`COc1cc(C2N(c3ccc(Cl)c(Cl)c3)C(=O)C3CCCN32)cc(OC)c1OC` (configuration not stated) gave NadD block -3, FAS TE block 4, Neddyl block inactive, Rin1-Abl PPI inh 2, MLLE-PAM2 inh -2, SKN-1 inh 34, CSN deneddyl inh -1, Rpn11 block inactive and MT1-MMP act inh -1.
Screening O=C(O)c1ccc(N/N=C/c2cc3c(cc2[N+](=O)[O-])OCO3)cc1 returned NadD block -5, FAS TE block 10, Neddyl block inactive, Rin1-Abl PPI inh 0, MLLE-PAM2 inh 26, SKN-1 inh -11, CSN deneddyl inh 3, Rpn11 block inactive and MT1-MMP act inh 8.
CC(C)NC(=O)Nc1nnc([C@@H]2C[C@H](O)[C@@H](CO)O2)s1 was read as NadD block -9, FAS TE block -11, Neddyl block inactive, Rin1-Abl PPI inh 0, MLLE-PAM2 inh -9, SKN-1 inh 10, CSN deneddyl inh -5, Rpn11 block inactive and MT1-MMP act inh 1.
For O=C(Nc1ccccc1)O[C@@H]1C[C@H]2CCCC(=O)N3CC[C@@H](C1)[C@@H]23 the results were NadD block 4, FAS TE block -11, Neddyl block inactive, Rin1-Abl PPI inh 1, MLLE-PAM2 inh -6, SKN-1 inh -1, CSN deneddyl inh -8, Rpn11 block inactive and MT1-MMP act inh 8.
Screening CS(=O)(=O)c1ccc(Cl)c(S(=O)(=O)NCc2ccccc2)c1 returned NadD block 0, FAS TE block -7, Neddyl block inactive, Rin1-Abl PPI inh -2, MLLE-PAM2 inh 1, SKN-1 inh 13, CSN deneddyl inh 0, Rpn11 block inactive and MT1-MMP act inh 2.
For COc1cc(NC(=O)CCc2nnc3ccc(NCc4ccco4)nn23)cc(OC)c1 the results were NadD block 4, FAS TE block -2, Neddyl block inactive, Rin1-Abl PPI inh 1, MLLE-PAM2 inh -8, SKN-1 inh 11, CSN deneddyl inh 3, Rpn11 block inactive and MT1-MMP act inh 1.
CCC1(CC)CNC(=O)NC1=O was read as NadD block -1, FAS TE block -7, Neddyl block inactive, Rin1-Abl PPI inh -1, MLLE-PAM2 inh -2, SKN-1 inh -3, CSN deneddyl inh 0, Rpn11 block inactive and MT1-MMP act inh 1.
`CN1C(=O)/C(=C/C=C2/CCCN2C)N(C)C1=S` gave NadD block 10, FAS TE block -9, Neddyl block inactive, Rin1-Abl PPI inh -4, MLLE-PAM2 inh -134, SKN-1 inh 3, CSN deneddyl inh -4, Rpn11 block active and MT1-MMP act inh -4.
Screening CC1CCC(NC(=O)CN2C(=O)c3cccnc3Oc3ccc(Cl)cc32)CC1 (configuration not stated) returned NadD block -1, FAS TE block 25, Neddyl block inactive, Rin1-Abl PPI inh -2, MLLE-PAM2 inh -5, SKN-1 inh 14, CSN deneddyl inh -5, Rpn11 block inactive and MT1-MMP act inh 3.
`CSCCC(NC(=O)c1ccco1)C(=O)NCC(c1ccco1)N1CCCCC1` (configuration not stated) gave NadD block 0, FAS TE block -2, Neddyl block inactive, Rin1-Abl PPI inh 0, MLLE-PAM2 inh 1, SKN-1 inh 5, CSN deneddyl inh 3, Rpn11 block inactive and MT1-MMP act inh -1.
